QS inhibitor = S. aureus quorum sensing inhibition; inhibition, % at 2 µM; 24,000 compounds, 0.3% hits; S. aureus RN6390 RNAIII-GFP reporter, AIP-induced, flow cytometry 3 h;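 active = share of bacteria positive for the green fluorescent reporter and its mean brightness both inhibited by 50% or more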;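 also: 0% = AIP-stimulated control and 100% = unstimulated bacteria without AIP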
QS inhibitor GFP MFI % = second read-out of QS inhibitor, no call of its own (marks repeat the call); inhibition, %; measured here: inhibition of GFP MFI
Numbers without * were called inactive. A portion of the library; rates above refer to the full screens.

QS inhibitor | QS inhibitor GFP MFI % | Molecule
1 | 2 | COC(=O)c1cccc(C(=O)Oc2cccc(Br)c2)n1
0 | -11 | COc1ccc(-c2noc(-c3cc(Cl)ccc3Cl)n2)cc1OC
0 | 4 | COc1ccccc1Cn1cnc2cccnc21
-6 | -12 | CCOC(=O)c1[nH]c2cc(OC)c(OC)cc2c1NC(=O)C(C)N1CCN(Cc2ccccc2)CC1 (stereo not drawn)
-6 | -9 | COc1ccc(-n2c(=O)[nH]cc(C(=O)N3CCc4ccccc43)c2=O)cc1
2 | 9 | Cc1ccc(-c2ccc(=O)n(CC(=O)NCCN3CCCCC3C)n2)cc1 (stereo not drawn)
-15 | -3 | CCOC(=O)c1cccc(NC(=O)CN(C)S(=O)(=O)c2cnc[nH]2)c1
-4 | -1 | O=C(C1CCC1)N1CCc2cc(S(=O)(=O)NC3CCCC3)ccc21
0 | -18 | COc1ccc(C(=O)N(CN2CCCC2=O)c2cc(C)on2)cc1OC
-1 | -4 | O=C(NCc1ccncc1)C(=O)NCC(c1ccco1)N1CCN(c2ccccc2F)CC1 (stereo not drawn)
-2 | -4 | Cc1cccc(NC(=O)Cn2cnc3ccc(S(=O)(=O)N4CCC(C)CC4)cc3c2=O)n1
-1 | -10 | Cc1cccc(-c2nnn(CC/C(N)=N/O)n2)c1
9 | -40 | O=C(CN1CCC(O)(c2ccc3c(c2)OCO3)CC1)OC1CCCCC1
-4 | -26 | O=C(NC1CCCCC1)C1CCN(S(=O)(=O)N2CCOCC2)CC1
2 | 0 | Oc1[nH]c2ccccc2c1C=Nc1ccc2c(c1)OCCO2
-2 | -26 | CC1CCCCC1NS(=O)(=O)c1ccc(S(=O)(=O)N2CCN(CCC#N)CC2)cc1 (stereo not drawn)
0 | 1 | COc1ccc(C(NC(=O)c2ccco2)c2ccc(OC)c(OC)c2)cc1 (stereo not drawn)
2 | -6 | CC(C)(C)Nc1nc(NC(C)(C)C)nc(-n2ccnc2)n1
0 | 7 | CC(=O)NC(CCS(C)(=O)=O)C(=O)Nc1nccs1 (stereo not drawn)
0 | 5 | COc1ccccc1OCC(O)CN1C(=O)NC(C)(C)C1=O (stereo not drawn)
-4 | -11 | Cn1c(=O)oc2cc(S(=O)(=O)N3CCCC(C(=O)NCc4cccs4)C3)ccc21 (stereo not drawn)
-2 | -3 | CCS(=O)(=O)N1CCC(C(=O)NC2CCCCCCC2)CC1
1 | 9 | CCC(=O)N1CCc2cc(S(=O)(=O)NCCN3CCC(C)CC3)ccc21
-3 | -36 | COC(=O)CSC1=NS(=O)(=O)c2ccccc21
12 | 27 | Cc1ccc2c(c1)N(CCCC(=O)NCCC1=CCCCC1)C(=O)CO2
0 | -6 | CCCS(=O)(=O)N1CCC(C(=O)NCCN2CCCC2)CC1
-4 | -12 | CC(C(=O)Nc1ccc(C(=O)O)cc1)N1C(=O)c2ccccc2C1=O (stereo not drawn)
1 | 16 | COc1cccc(C(=O)Nc2c3c(nn2-c2cccc(C)c2C)CS(=O)(=O)C3)c1OC
-2 | -16 | O=C(NCc1cccs1)C1CCCN(c2ncccn2)C1 (stereo not drawn)
0 | 9 | CCOC(=O)C1CCN(C(=O)CS(=O)Cc2nc(-c3ccc(C)cc3)oc2C)CC1 (stereo not drawn)
-2 | 0 | CC(=O)NC(CCS(C)(=O)=O)C(=O)Nc1ccccc1Cl (stereo not drawn)
4 | 3 | COc1ccc(N(CC(=O)Nc2ccc(C)cn2)S(=O)(=O)c2c(C)nn(C)c2C)cc1
13 | 20 | CCOC(=O)c1[nH]c(C)c(C(=O)Nc2ccc(F)cc2)c1C
1 | 11 | COc1ccccc1N1CCN(C(=O)CCCCn2c(=O)[nH]c3ccsc3c2=O)CC1
-4 | 1 | C=CCN1C(=O)CSc2ccc(C(=O)NCc3ccco3)cc21
2 | 3 | O=c1[nH]c2cccnc2n1Cc1ccco1
-3 | -12 | COC(=O)NCC(c1cccnc1)N1CCOCC1 (stereo not drawn)
0 | -6 | COc1cc(NC(=O)CN(c2ccc(C)cc2)S(=O)(=O)c2c(C)n[nH]c2C)cc(OC)c1
-2 | -4 | O=C(c1scc2c1CCCC2)N1CCOCC1
-7 | -8 | CCOC(=O)N1CCN(C(=O)c2ccc3c(=O)n(CCOC)c(=O)[nH]c3c2)CC1

Part of the list above, reformatted:
Order of values: QS inhibitor, QS inhibitor GFP MFI %
Oc1[nH]c2ccccc2c1C=Nc1ccc2c(c1)OCCO2
  2, 0
CC1CCCCC1NS(=O)(=O)c1ccc(S(=O)(=O)N2CCN(CCC#N)CC2)cc1 (stereo not drawn)
  -2, -26
COc1ccc(C(NC(=O)c2ccco2)c2ccc(OC)c(OC)c2)cc1 (stereo not drawn)
  0, 1
CC(C)(C)Nc1nc(NC(C)(C)C)nc(-n2ccnc2)n1
  2, -6
CC(=O)NC(CCS(C)(=O)=O)C(=O)Nc1nccs1 (stereo not drawn)
  0, 7
COc1ccccc1OCC(O)CN1C(=O)NC(C)(C)C1=O (stereo not drawn)
  0, 5
Cn1c(=O)oc2cc(S(=O)(=O)N3CCCC(C(=O)NCc4cccs4)C3)ccc21 (stereo not drawn)
  -4, -11
CCS(=O)(=O)N1CCC(C(=O)NC2CCCCCCC2)CC1
  -2, -3
CCC(=O)N1CCc2cc(S(=O)(=O)NCCN3CCC(C)CC3)ccc21
  1, 9
COC(=O)CSC1=NS(=O)(=O)c2ccccc21
  -3, -36
Cc1ccc2c(c1)N(CCCC(=O)NCCC1=CCCCC1)C(=O)CO2
  12, 27
CCCS(=O)(=O)N1CCC(C(=O)NCCN2CCCC2)CC1
  0, -6
CC(C(=O)Nc1ccc(C(=O)O)cc1)N1C(=O)c2ccccc2C1=O (stereo not drawn)
  -4, -12
COc1cccc(C(=O)Nc2c3c(nn2-c2cccc(C)c2C)CS(=O)(=O)C3)c1OC
  1, 16
O=C(NCc1cccs1)C1CCCN(c2ncccn2)C1 (stereo not drawn)
  -2, -16
CCOC(=O)C1CCN(C(=O)CS(=O)Cc2nc(-c3ccc(C)cc3)oc2C)CC1 (stereo not drawn)
  0, 9
CC(=O)NC(CCS(C)(=O)=O)C(=O)Nc1ccccc1Cl (stereo not drawn)
  -2, 0
COc1ccc(N(CC(=O)Nc2ccc(C)cn2)S(=O)(=O)c2c(C)nn(C)c2C)cc1
  4, 3
CCOC(=O)c1[nH]c(C)c(C(=O)Nc2ccc(F)cc2)c1C
  13, 20
COc1ccccc1N1CCN(C(=O)CCCCn2c(=O)[nH]c3ccsc3c2=O)CC1
  1, 11
C=CCN1C(=O)CSc2ccc(C(=O)NCc3ccco3)cc21
  -4, 1
O=c1[nH]c2cccnc2n1Cc1ccco1
  2, 3
COC(=O)NCC(c1cccnc1)N1CCOCC1 (stereo not drawn)
  -3, -12
COc1cc(NC(=O)CN(c2ccc(C)cc2)S(=O)(=O)c2c(C)n[nH]c2C)cc(OC)c1
  0, -6
O=C(c1scc2c1CCCC2)N1CCOCC1
  -2, -4
CCOC(=O)N1CCN(C(=O)c2ccc3c(=O)n(CCOC)c(=O)[nH]c3c2)CC1
  -7, -8

Remaining list, next part.
QS inhibitor | QS inhibitor GFP MFI % | Molecule
2 | 9 | Cc1oc2c(c1C(=O)c1ccc(Cl)cc1)C(=O)C(=O)c1ccccc1-2
-1 | 7 | O=C(Nc1nccs1)C1(S(=O)(=O)c2ccc(Cl)cc2)CC1
8 | 11 | CC(=O)c1ccccc1OCCn1nnc(-c2ccc(C)cc2)n1
14 | 29 | O=C(NCC(c1cccnc1)N1CCN(c2ccc(F)cc2)CC1)c1ccccc1 (stereo not drawn)
1 | 4 | CC(C)(C)C1CCc2onc(C(=O)N3CCOCC3)c2C1 (stereo not drawn)
2 | 7 | Cc1nnc(NC(=O)c2ccc(S(=O)(=O)N(C)Cc3ccccc3)cc2)o1
1 | 5 | COC(=O)CCSCC(=O)Nc1cc(C)on1
0 | 4 | Nc1[nH]ncc1C(=O)Nc1cccc(C(F)(F)F)c1
7 | 24 | CC(=O)Nc1ccc(S(=O)(=O)NCc2cn3ccsc3n2)cc1
-4 | 0 | Cn1c(=O)oc2cc(S(=O)(=O)N3CCCC(C(=O)N4CCc5ccccc5C4)C3)ccc21 (stereo not drawn)
13 | 17 | CCOc1ccccc1-n1cnc2cc(C(=O)NCc3ccco3)ccc21
-5 | -29 | CSc1nncc(-c2ccc(F)c(F)c2)n1
3 | 15 | Cc1ccc(-c2[nH]nc3c2C(c2ccoc2)C(C#N)=C(N)O3)cc1C (stereo not drawn)
-1 | -4 | COc1ccc(S(=O)(=O)N2CCCC2C(=O)Nc2ccc(C)cc2)cc1 (stereo not drawn)
-1 | 0 | Cn1c(=O)c(=O)n(C)c2cc(S(=O)(=O)N3CCOCC3)ccc21
0 | 7 | CCOC(=O)c1cnc(SCC)[nH]c1=O
-1 | -2 | CCOC(=O)c1c(C)n(C)c2c(C)cc(O)c(OC(C)=O)c12
-2 | -8 | O=C(c1cnsn1)N1CCN(c2ccccn2)CC1
-3 | -2 | CCOC(=O)c1nn(-c2ccc(OC)cc2)c(=O)c2c(NC(=O)c3ccco3)scc12
-2 | -7 | COC(=O)[C@H](CCSC)NC(=O)Nc1cc(C)ccc1C
-2 | -13 | COc1ccc(Cn2nnnc2C(c2ccncc2)N2CCOCC2)cc1 (stereo not drawn)
-2 | -7 | Cc1cc(NS(=O)(=O)c2ccc(NC(=O)CN3C(=O)c4ccccc4C3=O)cc2)nc(C)n1
-2 | -1 | CCOC(=O)c1ccc2[nH]c(C)c(CN3CCN(C)CC3)c(=O)c2c1
2 | 60 | CCCn1c(=O)c(C(=O)NCc2ccccn2)c(O)c2ccccc21
1 | -27 | CCN1CCCC1CNC(=O)c1cc(NC(C)=O)c(N(C)C)cc1OC (stereo not drawn)
-4 | -16 | O=C(NCCCN1CCCC1)C1CCN(C(=O)c2cc3sccc3n2Cc2ccc(F)cc2)CC1
-2 | -8 | COc1cc2c(cc1OC)CN(C(=O)CSc1nc3[nH]ncc3c(=O)n1-c1ccccc1)CC2
33 | 32 | Cc1ccc(C(=O)c2cc3c(cc2N)OCCO3)cc1
6 | 18 | Cc1ccc(-n2ncc3c(=O)n(CC(=O)Nc4cccc(Cl)c4)cnc32)cc1C
-1 | -14 | CCN(CC)S(=O)(=O)c1ccc(NC(=O)Cn2cnc3ccccc3c2=O)cc1
64* | 58* | Cn1c(=O)c2c3c(sc2n2c(SCc4ccccc4)nnc12)CCCC3
0 | 15 | CC(C)(C)n1nc2c(c1NC(=O)c1ccc(S(=O)(=O)N3CCCC3)cc1)CSC2
12 | 35 | CCCCN(CC)CCNC(=O)c1cc2c(=O)n(C)c3ccccc3c2n1C
0 | 1 | c1ccc2c(c1)nc(N1CCOCC1)c1nnnn12
-4 | -4 | COC(=O)C1CCN(c2cc(=O)n(Cc3ccc(F)cc3)c(=O)[nH]2)CC1
-2 | -2 | O=C(CCC1CC(=O)Nc2ccccc21)NCc1cccnc1 (stereo not drawn)
3 | 19 | CCC1Cc2c(nc3c4c(nc(N5CCOCC5)c(C#N)c24)NC(C)=N3)O1 (stereo not drawn)
-2 | 1 | COC(=O)[C@H](C(C)C)n1c(C)c(C(C)=O)c(C(C)=O)c1C
-2 | 0 | CCOC(=O)N1CCC(NC(=O)C2CCN(c3nc(-c4ccc(OC)cc4)no3)CC2)CC1
-1 | -31 | Cc1ccc(C2=N/C(=C/N3CCOCC3)C(=O)O2)cc1
0 | 0 | CC1CCN(Cc2ccc(NC(=O)C3CCN(c4nnc(-n5cccc5)s4)CC3)cc2)CC1
-2 | -44 | CCc1nn(CC(=O)NCCCN2CCc3ccccc3C2)c(=O)c2cc3sccc3n12
0 | 19 | CC1Cc2nc(SCC(=O)Nc3ccccc3F)n(C)c(=O)c2S1 (stereo not drawn)
8 | 18 | COC(=O)Nc1ccc(S(=O)(=O)N2CCCc3ccccc32)cc1
-1 | 2 | Cc1nn(C)c(C)c1CNC(=O)c1cc2n(n1)C(C(F)(F)F)CC(c1cccs1)N2 (stereo not drawn)
1 | -11 | Cc1nc2ccc(C(=O)O)cc2c2c1CC(C)S2 (stereo not drawn)
9 | 19 | COc1ccccc1NC(=O)CN1CCN(S(=O)(=O)c2ccc(Br)cc2)CC1
-1 | 7 | O=C(O)Cn1c(O)c(C=Nc2ccccc2)sc1=S
0 | -1 | CCC1CCCCN1CCNC(=O)c1[nH]c(C)c(C(C)=O)c1C (stereo not drawn)
0 | 6 | O=C(CN1C(=O)C2C3C=CC(C3)C2C1=O)N1CCc2ccccc2C1 (stereo not drawn)
-6 | -23 | Cc1nn(Cc2ccc(Cl)c(Cl)c2)c(C)c1NC(=O)c1noc2c1CCCCC2
-1 | -20 | CCOC(=O)C1=C(c2ccccc2)N2CCN=C2S1
23 | 25 | Cc1ccc(S(=O)(=O)Cc2ccc(C(=O)N3CCN(c4cc(C)ccc4C)CC3)o2)cc1

Bioassay records (PubChem BioAssay)
